IDH1 R132H inh – human IDH1 R132H inhibition; O75874; IDH1-R132H enzyme, NADPH consumption, diaphorase/resazurin fluorescence; Potency, µM (titrated, usually from 76.6 µM), without a hit: at the highest dose activity change, negative = inhibition, hits mostly inhibitors; actives 0.093% (n = 390,000); AID 602179; also: potency is read from the fitted curve at half-maximal effect; % is scaled to controls: 0 for no effect and ±100 for the full control effect; nearly all actives have a fitted effect of over 65% in size
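IDH1-R132H (0.5 ug/mL) preincubated 30 min with compound, then NADPH (0.016 mM) and alpha-KG (2 mM) added; 80 min at RT, pH 7.5. Remaining NADPH coupled via diaphorase/resazurin to fluorescence (540/590 nm); concentration-response curves normalized to no-enzyme control.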
TrxR1 inh – blocks rat thioredoxin reductase 1. Potency, µM (series often up to 114 µM), for inactives: top-dose activity change, negative = inhibition, most hits filed as inhibitors. recombinant rTrxR1, NADPH fluorescence consumption, selenite substrate. O89049. actives 1% (n = 390,000). AID 588453; also: potency is read from the fitted curve at half-maximal effect; % is scaled to controls: 0 for no effect and ±100 for the full control effect; nearly all actives have a fitted effect of over 65% in size
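Rat TrxR1 (90 nM in the dispensed reagent) was pre-reduced with 400 uM NADPH for 5 min at room temperature, then incubated with compound for 15 min. After 400 uM selenite was added, NADPH fluorescence (Ex 340/Em 450 nm) was followed for 8 min.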
TrxR1 substrate – rat thioredoxin reductase 1 substrate activity. Potency, µM (titrated, usually from 114 µM), for inactives: at the highest dose activity change, negative = substrate turnover. AID 588456. O89049. actives 0.01% (n = 390,000). purified TrxR1 substrate turnover, NADPH consumption readout; also: potency is read from the fitted curve at half-maximal effect; % is scaled to controls: 0 for no effect and ±100 for the full control effect; nearly all actives have a fitted effect of over 50% in size
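Rat TrxR1, dispensed at 90 nM, was prereduced with 400 uM NADPH (final) for 5 min at ~22 deg C, then incubated with compound 15 min before 400 uM selenite. A first-read NADPH fluorescence drop versus no-compound background flagged substrates.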
Tb PGK inh – blocks T. brucei phosphoglycerate kinase; P07378; PGK/GAPDH coupled, Kinase-Glo luminescence, 60 min; Potency, µM (doses to about 57.5 µM), without a hit: top-dose activity change, negative = inhibition, usual class: inhibitors; actives 0.043% (n = 380,000); AID 602233; also: potency is read from the fitted curve at half-maximal effect; % is scaled to controls: 0 for no effect and ±100 for the full control effect; nearly all actives have a fitted effect of over 60% in size
Target sequence (P07378 whole entry, looked up): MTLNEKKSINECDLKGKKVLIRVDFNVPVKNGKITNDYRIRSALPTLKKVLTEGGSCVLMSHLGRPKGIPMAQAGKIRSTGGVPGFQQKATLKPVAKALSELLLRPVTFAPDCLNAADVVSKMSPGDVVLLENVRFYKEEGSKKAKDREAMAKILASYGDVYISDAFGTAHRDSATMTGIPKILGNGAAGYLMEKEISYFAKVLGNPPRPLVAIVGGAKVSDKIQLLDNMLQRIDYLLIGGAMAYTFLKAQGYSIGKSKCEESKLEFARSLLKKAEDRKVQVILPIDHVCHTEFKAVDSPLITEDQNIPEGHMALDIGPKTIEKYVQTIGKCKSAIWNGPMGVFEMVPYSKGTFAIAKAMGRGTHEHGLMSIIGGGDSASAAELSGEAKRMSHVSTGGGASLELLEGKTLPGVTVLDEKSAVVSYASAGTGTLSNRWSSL
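Luminescent ATP detection (Kinase-Glo Plus) follows a 60-minute room-temperature incubation, with wells lacking PGK as controls. Buffer: 100 mM TEA (pH 7.6), 5 mM MgCl2, 0.01% Tween-20. Coupling enzyme GAPDH (100 nM final) supplies unstable 1,3-BPG in-well.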
Pin1 inhibitor – human Pin1 inhibition | Q13526 | Pin1 FP peptide displacement, HiFluor488, 10 min | Potency, µM (titrated, usually from 115 µM), for the others: at the highest dose activity, negative = inhibition, most hits filed as inhibitors | actives 0.009% (n = 390,000); active = well fitted inhibition curve with a large enough effect in the polarisation, with a control signal flat, not every such curve was filed as active; inconclusive = small, poorly fitted or top-dose-only effect, or effect the other way, or a change in a side signal; inactive = no such curve, though single readings can be large or run the other way; the % refers to the polarisation; also: potency is read from the fitted curve at half-maximal effect; % is scaled to controls: 0 for no effect and ±100 for the full control effect
Target sequence (Q13526 whole entry, looked up): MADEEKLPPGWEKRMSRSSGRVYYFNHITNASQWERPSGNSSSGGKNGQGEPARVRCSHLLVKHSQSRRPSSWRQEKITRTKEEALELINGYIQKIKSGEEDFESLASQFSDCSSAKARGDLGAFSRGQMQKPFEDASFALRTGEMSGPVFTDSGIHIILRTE
GLS inh – glutaminase GLS (human) inhibition; O94925; GLS enzymatic activity, qHTS titration; Potency, µM (highest dose often 45.5 µM), without a hit: at the top dose activity change, negative = inhibition, most hits filed as inhibitors; actives 0.21% (n = 410,000); AID 624170; also: potency is read from the fitted curve at half-maximal effect; % is scaled to controls: 0 for no effect and ±100 for the full control effect
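Human kidney-isoform GLS in 45 mM KH2PO4 pH 8.2, 0.02% Tween-20, with compound, started with 1mM L-Glutamine (added stock). Glutamate oxidase/HRP/Amplex red coupled fluorescence read at start and after 30 min at RT.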
PI4K2A inh – PI4K2A (human) kinase inhibition; purified PI4K2A, ADP-Glo luminescence, 1 h; hits give low values; AID 1346378; activity change, negative = inhibition, % at 76.9 µM; actives 0.13% (n = 420,000); Q9BTU6; in the data active = activity change below about -50%; inconclusive = mostly about -30% to -49%;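 also: -100% = wells without enzyme as full effect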
Target sequence (Q9BTU6 whole entry, looked up): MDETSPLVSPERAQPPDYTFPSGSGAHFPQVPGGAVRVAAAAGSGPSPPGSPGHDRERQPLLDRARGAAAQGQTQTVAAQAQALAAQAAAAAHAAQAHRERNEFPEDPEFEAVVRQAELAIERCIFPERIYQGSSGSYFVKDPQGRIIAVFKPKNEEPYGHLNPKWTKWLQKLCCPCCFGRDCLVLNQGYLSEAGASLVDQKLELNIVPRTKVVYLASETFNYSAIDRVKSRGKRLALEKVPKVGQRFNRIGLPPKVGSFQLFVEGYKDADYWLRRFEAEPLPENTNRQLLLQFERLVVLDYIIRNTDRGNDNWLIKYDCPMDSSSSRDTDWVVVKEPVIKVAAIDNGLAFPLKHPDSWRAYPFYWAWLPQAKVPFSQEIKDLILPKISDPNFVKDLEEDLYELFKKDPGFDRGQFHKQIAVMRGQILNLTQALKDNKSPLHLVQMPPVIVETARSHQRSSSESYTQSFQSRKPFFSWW
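ADP-Glo luminescence measured ADP generated by PI4K2A enzyme (4 ug/mL before mixing) with 1.2 mM PI substrate (pre-mix) and 300 microM ATP (pre-mix). Tris pH7.5 buffer with MgCl2, Triton X-100; 1 h reaction at ambient temperature.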
USP1-UAF1 inh – USP1/UAF1 (human) deubiquitinase inhibition | O94782 | actives 0.23% (n = 390,000) | recombinant USP1/UAF1, Ub-Rhodamine cleavage fluorescence | AID 743255 | Potency, µM (doses to about 57.1 µM), without a hit: top-dose activity change, negative = inhibition, most hits filed as inhibitors; also: potency is read from the fitted curve at half-maximal effect; % is scaled to controls: 0 for no effect and ±100 for the full control effect; nearly all actives have a fitted effect of over 60% in size; inactives centre near -12
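USP1/UAF1 complex (1 nM) preincubated 15 min at room temperature with compound, then Ub-Rho substrate (150 nM final) added. Kinetic fluorescence at 480/540 nm over 6 reads at 60 s intervals; 50 mM HEPES pH 7.8, 0.5 mM EDTA, 0.1 mg/ml BSA, 1 mM TCEP, 0.01% Tween-20.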
HP1b binding inh – inhibitors of HP1-beta chromodomain binding to methylated histone tails. P83916. AlphaScreen HP1-beta / biotin-H3K9me3 peptide binding. Potency, µM (series often up to 114 µM), without a hit: top-dose activity change, negative = inhibition, usual class: inhibitors. actives 0.56% (n = 390,000). AID 540317; also: potency is read from the fitted curve at half-maximal effect; nearly all actives have a fitted effect of over 70% in size; inactives centre near 23
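AlphaScreen: HP1-beta (50 nM) preformed 30 min with biotin-H3(1-18)K9me3 peptide (50 nM) in PBS pH 7.4, 0.01% Tween-20. Compound added for 30 min at RT, then streptavidin donor/nickel chelate acceptor beads (10 ug/mL) for 30 min.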
An asterisk follows results filed as active; i = inactive; ? = inconclusive; nt = not tested or not shown; [ ] = dose if it differs, or a comment. Unless noted, calls follow the shape of the dose curve; as a rule, active = well fitted curve in the direction sought with a large enough effect; inconclusive = small, poorly fitted or top-dose-only effect, or another doubt; inactive = no such curve, though single readings can be large; an effect the other way counts as inactive or inconclusive. Some of the compounds tested, so the mix of outcomes need not match the whole.

SMILES	IDH1 R132H inh	TrxR1 inh	TrxR1 substrate	Tb PGK inh	Pin1 inhibitor	GLS inh	PI4K2A inh	USP1-UAF1 inh	HP1b binding inh
CC1=CS(=O)(=O)CC1Sc1nc2ccccc2[nH]1 (configuration not stated)	0%	5%	1%	5%	0%	10%	-10	-5%	24%
Cc1ccc(/C=N/NC(=O)C(O)c2ccccc2)o1 (configuration not stated)	6%	9%	0%	2%	-1%	3%	8	-19%	36%
COc1ccc(CCNC(=O)CSc2ccc(Br)cc2)cc1OC	0%	8%	3%	0%	7%	0%	-2	-15%	32%
Cc1cc(C(=O)NN)c2cc(Br)ccc2n1	11%	-19%	-10%	0%	-7%	-15%	-5	1%	44%
COc1cc(CNc2ccc(N3CCCC3)cc2)ccc1OCc1ccccc1	20%	?	-8%	-8%	4%	24%	-5	?	?
CC(C)c1ccc(NC(=O)Cn2nnc(C(=O)NCc3ccco3)c2N)cc1	0%	-24%	-21%	i	3%	-17%	0	-11%	21%
COc1cccc(NC(=O)CSc2nnc(-c3cccc(OC)c3)o2)c1	nt	21%	-4%	nt	12%	-2%	5	-23%	56%[activator]
Cc1ccc(Nc2nnc(SCC(=O)N(C)C3CCS(=O)(=O)C3)s2)cc1 (configuration not stated)	16%	3%[57.1 µM]	2%[57.1 µM]	4%	-4%	-12%	3	-8%	18%
COc1ccc(NC(=O)CCC2CCCCC2)cc1S(=O)(=O)N1CCCCC1	-10%	-5%	-13%	-4%	1%	6%	0	-20%	4%
COc1ccc(NS(=O)(=O)c2cccc(C(=O)N/N=C/c3c(F)c(F)c(F)c(F)c3F)c2)cc1	-7%	10%	-2%	-7%	7%	1%	-5	-12%	30%
CCOc1ccc(C(=O)CCN2CCCCC2)cc1	0%	0.71µM*	13%	-7%	0%	7%	14	-16%	53%[activator]
COCCNC(=O)Cc1c(C)c2cc3c(cc2oc1=O)OC(C)(C)CC3	-5%	-20%	371%[activator]	4%	0%	8%	1	-9%	26%
CCOC(=O)C(Cc1c[nH]c2ccccc12)NC(=O)COc1ccc(Cl)cc1 (configuration not stated)	-1%	7%[57.1 µM]	-11%[57.1 µM]	i	3%	-2%	0	?	5%
COc1ccc(C(=O)C[n+]2cc(Br)cc3ccccc32)cc1[N+](=O)[O-]	15%	-20%	-6%	nt	33%[activator]	5%	-6	2%	31%
COc1ccc(OC)c(NC(=O)C2CCN(S(C)(=O)=O)CC2)c1	-1%	-4%	5%	0%	13%	-1%	0	-18%	6%
Cc1cc(C)cc(NC(=O)Cn2c(C(F)(F)F)nc3ccccc32)c1	-1%	-20%	-5%	1%	10%	0%	-16	-12%	27%
Nc1nnnn1-c1cccc([N+](=O)[O-])c1	4%	5%[11.4 µM]	3%[11.4 µM]	-5%	-7%	-2%	-2	-10%	39%[activator]
COc1ccccc1C1CCN(C(=O)c2ccc(Cl)cc2)CC1	-6%	11%	-4%	6%	?	1%	1	-28%	45%[activator]
Cc1cccc(NC(=O)C2CC(O)CN2C(=O)Oc2ccccc2)c1 (configuration not stated)	2%	16%	2%	-5%	2%	0%	1	-14%	16%
COc1ccccc1CNC(=O)CCNS(=O)(=O)c1cc(Br)cnc1N	13%	10%[57.1 µM]	4%[57.1 µM]	-1%	-1%	24%	3	-9%	21%
Cc1cc(N2CCCC2=O)ccc1S(=O)(=O)NC1CCCCC1	2%	9%	0%	-4%	-15%	-3%	1	-2%	-7%
CCC(C)NC(=S)Nc1ccc2nc(N3CCN(CC)CC3)cc(C)c2c1 (configuration not stated)	-4%	-13%	5%	-1%	0%	18%	2	-6%	13%
Nc1nc(N2CCCCC2)c(C=O)c(N2CCCCC2)n1	2%	27%[57.1 µM]	-16%[57.1 µM]	i	-2%	-10%	5	-17%	44%[activator]
COc1ccc(CNC(=O)c2ccccc2NS(C)(=O)=O)cc1	-5%	10%	15%	-2%	-6%	0%	1	-17%	18%
Cc1ccccc1OCCn1cc(C(=S)N2CCCC2)c2ccccc21	5%	27%[57.1 µM]	14%[57.1 µM]	i	37%[activator]	-7%	-2	-20%	-4%

Single values from the results shown.
GLS inh result of Cc1ccc(Nc2nnc(SCC(=O)N(C)C3CCS(=O)(=O)C3)s2)cc1 (configuration not stated) is entered as -12%
Pin1 inhibitor result of Cc1cc(C(=O)NN)c2cc(Br)ccc2n1 is entered as -7%

Additional compounds follow.
SMILES	IDH1 R132H inh	TrxR1 inh	TrxR1 substrate	Tb PGK inh	Pin1 inhibitor	GLS inh	PI4K2A inh	USP1-UAF1 inh	HP1b binding inh
CC(C)CCNC(=O)C(c1ccc(O)cc1)N(C(=O)C1COc2ccccc2O1)c1cccc(O)c1 (configuration not stated)	?	15%[11.4 µM]	8%[11.4 µM]	5%	-6%	0%	0	-26%	?
CCOC(=O)c1nc(NCc2ccccc2)sc1C	1%	-13%[57.1 µM]	1%[57.1 µM]	6%	7%	5%	-5	-12%	?
CCCN(CCC)C(=O)CSc1nnc2cc(C)c3ccccc3n12	17%	29%	8%	-2%	-11%	2%	-3	-23%	24%
CC1CC(C)CN(CC(=O)Nc2ccc(S(N)(=O)=O)cc2)C1 (configuration not stated)	0%	4%[57.1 µM]	5%[57.1 µM]	i	7%	1%	-5	-10%	22%
Cc1cc(C)c(OCCCCn2cnc3ccccc3c2=O)c(C)c1	0%	18%	1%	i	5%	2%	2	-15%	56%[activator]
COC(=O)c1cccc(NC(=O)CN2C(=O)c3ccccc3C2=O)c1	-1%	-11%	-8%	7%	0%	1%	2	-2%	19%
CCOC(=O)c1nccnc1C(=O)Nc1cccc(C(F)(F)F)c1	9%	12%[57.1 µM]	6%	5%	-1%	6%	-7	-9%	29%
O=C(NCCc1ccccc1)c1ccc(=O)oc1	6%	-19%	-19%	i	-1%	-18%	-16	-2%	31%
COc1ccc(NC(=O)c2c(SC)nsc2SC)cc1	-1%	20%[57.1 µM]	14%[57.1 µM]	-2%	6%	7%	9	11%	40%[activator]
CCn1c(=O)n(CC)c2cc(N3CCCC3)c(NC(=O)c3ccc(F)cc3)cc21	5%	-7%	5%	-1%	0%	-5%	5	-22%	26%
O=C(N/N=C/c1ccco1)c1cc(-c2cccs2)[nH]n1	-5%	-12%	-3%	-3%	-5%	4%	-2	-17%	24%
COc1cc(OC)c(OC)cc1/C=N/Nc1nc2ccccc2[nH]1	-5%	23%	1%	i	-3%	15%	2	-7%	43%[activator]
O=S(=O)([N-]c1nc2ccccc2nc1-n1cc[n+](Cc2ccccc2)c1)c1ccc(Br)cc1	-3%	14%[57.1 µM]	9%	-7%	7%	7%	0	0%	43%[activator]
COc1ccc(C(CC(=O)Nc2ccc(C)c(C)c2)N2Cc3ccccc3C2=O)cc1OC (configuration not stated)	-11%	-13%	-12%	1%	14%	5%	-2	-13%	17%
COC(=O)c1ccc(OCC(=O)c2ccccc2OC)cc1	1%	12%	6%	12%	-2%	3%	-6	-11%	33%
COCCn1c(=O)c2c(nc3n2CC(C)CN3CCc2ccccc2)n(C)c1=O (configuration not stated)	-1%	6%	-6%	2%	0%	-1%	3	-4%	13%
COc1cc(/C=C(\C#N)c2ccccn2)ccc1OCc1ccccc1Cl	10%	-18%	-11%	i	3%	0%	-6	-12%	88%[activator]
CC(=O)N1CCN(C(=O)c2ccc3c(c2)OCCO3)CC1	9%	24%	7%	-6%	25%	-8%	0	-13%	31%
CCOC(=O)C1=C(C)NC2=C(C(=O)CC(c3ccc(OC)c(OC)c3)C2)C1c1ccc(C)o1 (configuration not stated)	7%	-19%	-4%	-6%	1%	22%	0	-3%	-11%
Cc1ccc(S(=O)(=O)N(C)C)cc1NC(=O)CSc1ncn[nH]1	-3%	20%	10%	i	-14%	0%	0	-26%	41%[activator]
COc1ccc(C(=O)CSc2c(C(C)C)cnc3c2c(=O)n(C)c(=O)n3C)cc1	0%	8%[57.1 µM]	2%[57.1 µM]	8%	6%	-2%	-4	-8%	28%[57 µM]
Cn1c(=O)n(CC(=O)Nc2ccccc2)c2ccccc21	1%	1%[57.1 µM]	9%[57.1 µM]	-1%	-5%	11%	-11	-11%	40%
C=CCn1c(=O)c(C(=O)Nc2ccccc2O)c(O)c2ccccc21	12%	-6%	16%	0%	10%	-8%	-2	-11%	44%[activator]
CCN(CC(=O)Nc1ccccc1OC)C(=O)CC1CCCC1	3%	19%	2%	-8%	0%	10%	-1	-10%	41%[activator]
CC(C)(C)c1ccc(C(=O)NCCN2CCCC2)cc1	-7%	22%	6%	nt	-7%	6%	0	-17%	42%[activator]
CCN(c1ccc(OC)cc1)S(=O)(=O)c1ccc2[nH]c3c(c2c1)CCCCC3	-8%	16%	1%	5%	26%	10%	3	-12%	-15%
Cc1ccc2c(c1)N(CCC(=O)NCCCN1CCCC1)C(=O)CO2	-7%	17%	6%	2%	-3%	-2%	1	-18%	25%

Compound activity (PubChem)
